Source: PubChem
Pol III holo inh = qHTS Assay for Inhibitors of DNA Polymerase III Holoenzyme System | AID 603, 2007 | 71,000 compounds, 0.25% hits | reconstituted DNA polymerase III holoenzyme replication, biochemical | Potency, µM (doses to about 57.1 µM), without a hit: top-dose activity change, negative = inhibition; note: potency is the fitted concentration of half-maximal effect; % is set by controls: 0 for no effect and ±100 for the full control effect
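Reconstituted *E. coli* holoenzyme (0.35 nM Pol III, 1 nM beta, 154 nM SSB, 2 nM primase) was preincubated with compound for 15 min at RT. Synthesis on 1.4 nM ssM13Gori ran 35 min, then was stopped with PicoGreen/EDTA and read as dsDNA fluorescence.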
ERK AVP inh = qHTS Assay for Inhibitors of the ERK Signaling Pathway using a Homogeneous Screening Assay; HEK293-V1b, vasopressin-stimulated pERK AlphaScreen; Potency, µM (titrated, usually from 57.5 µM), for inactives: top-dose activity, negative = inhibition, actives largely listed as inhibitors; 72,000 compounds, 0.99% hits; AID 995, 2007; note: potency is the fitted concentration of half-maximal effect; % is set by controls: 0 for no effect and ±100 for the full control effect; nearly all actives have a fitted effect of over 55% in size
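V1b-HEK293 cells; cpd 30 min 37C; 25 nM vasopressin 5 min; lyse 10 min; AlphaScreen beads 5 hr RT. Normalized to DMSO basal and 25 nM vasopressin; AC50 by Hill fit.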
HBB splicing = qHTS Assay for Modulators of Hemoglobin Beta Chain Splicing; HBB splicing reporter cell assay, activation; EGFP reporter with mutant IVS2-654 intron; response scale: normalised to 500 nM splice-correcting PNA; Potency, µM (titrated, usually from 46.1 µM), for inactives: at the highest dose activation, most hits filed as activators; 65,000 compounds, 0.06% hits; AID 925, 2007; note: potency is the fitted concentration of half-maximal effect; 0% is about no effect
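Compounds were applied for 2 days to HeLa EGFP-654 cells, 500/well in Optimem with 2% FCS. The reporter's EGFP is disrupted by mis-splicing of beta-globin intron IVS2-654. Readout: summed well GFP fluorescence from 488 nm laser scanning; reference was 500 nM antisense […] 654 PNA.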
Rhodamine autofl = qHTS Assay for Spectroscopic Profiling in Rhodamine Spectral Region | AID 594, 2007 | 59,000 compounds, 0.05% hits | max dye-equivalent concentration, M | Rhodamine-region fluorescence, 547/598 nm, Tris buffer; hits give high values; in the data active = max dye-equivalent concentration above about 11 nM; inconclusive = between about 1.1 nM and that limit
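qHTS spectral profiling of compounds without any target or enzyme present, in pH 8.0 Tris buffer; plates were read after a 15-minute room-temperature incubation using the rhodamine-region filter set.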
FLuc inh = qHTS Assay for Inhibitors of Firefly Luciferase. 72,000 compounds, 2.2% hits. Potency, µM (top dose mostly 57.1 µM), for inactives: at the highest dose activity change, negative = inhibition, hits mostly inhibitors. AID 411, 2009. purified firefly luciferase, luminescence, 8 min; note: potency is the fitted concentration of half-maximal effect; % is set by controls: 0 for no effect and ±100 for the full control effect; nearly all actives have a fitted effect of over 40% in size
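Compounds were tested as concentration series (qHTS) against purified P. pyralis luciferase with luciferin and 10 uM ATP in 50 mM imidazole pH 7.2, 50 mM KCl, 7 mM MgCl2, 0.01% Tween 20, 0.05% BSA. Luminescence was read after 8 min at ambient temperature.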
ALOX15 inhib = qHTS Assay for Inhibitors of 15-hLO (15-human lipoxygenase) | purified 15hLO-1, xylenol orange hydroperoxide absorbance | Potency, µM (doses to about 57.1 µM), inactives show at the top dose activity change, negative = inhibition, actives largely listed as inhibitors | 74,000 compounds, 1.4% hits | AID 887, 2007; note: potency is the fitted concentration of half-maximal effect; % is set by controls: 0 for no effect and ±100 for the full control effect; nearly all actives have a fitted effect of over 55% in size
Target sequence (P16050 whole entry, looked up): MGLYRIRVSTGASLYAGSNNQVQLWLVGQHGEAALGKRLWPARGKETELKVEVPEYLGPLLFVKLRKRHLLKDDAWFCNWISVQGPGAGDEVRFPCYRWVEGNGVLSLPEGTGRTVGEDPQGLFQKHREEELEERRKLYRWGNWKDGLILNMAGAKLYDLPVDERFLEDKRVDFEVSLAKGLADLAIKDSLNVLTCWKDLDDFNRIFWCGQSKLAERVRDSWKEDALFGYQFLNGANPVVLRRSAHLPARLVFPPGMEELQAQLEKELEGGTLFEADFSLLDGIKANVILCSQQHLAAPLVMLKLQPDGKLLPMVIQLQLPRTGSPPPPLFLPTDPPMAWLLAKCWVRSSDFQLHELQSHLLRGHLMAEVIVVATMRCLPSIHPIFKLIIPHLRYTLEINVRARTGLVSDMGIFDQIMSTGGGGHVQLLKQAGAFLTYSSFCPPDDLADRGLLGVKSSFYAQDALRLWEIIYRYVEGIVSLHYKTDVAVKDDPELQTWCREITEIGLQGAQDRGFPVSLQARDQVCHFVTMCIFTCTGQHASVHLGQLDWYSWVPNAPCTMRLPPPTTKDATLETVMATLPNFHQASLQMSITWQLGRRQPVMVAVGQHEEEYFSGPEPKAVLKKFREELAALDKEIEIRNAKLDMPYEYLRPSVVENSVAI
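Readout: Fe(III)-xylenol orange absorbance, 573-to-405 nm ratio as reaction progress. Enzyme 40 nM purified human 15hLO-1, substrate 50 uM arachidonic acid, 6 min RT after 15 min compound preincubation; Hepes pH 7.5 buffer with Triton X-100.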
Tau fil binding = qHTS Assay for Tau Filament Binding; Microtubule-associated protein tau (Homo sapiens), P10636; recombinant tau filaments, thioflavin S fluorescence, 15 h; filaments grown with octadecylsulfate alongside compound; Potency, µM (highest dose often 57.1 µM), inactives show top-dose activity change, negative = inhibition; 71,000 compounds, 2% hits; AID 596, 2007;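 note: potency is the fitted concentration of half-maximal effect; % is set by controls: 0 for no effect and ±100 for the full control effect; actives lower thioflavin S fluorescence by blocking filaments or displacing dye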
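Tau 2 uM in ThS buffer dispensed; compound added; 60 uM ODS added (finals 1 uM tau, 30 uM ODS); 15 h 37 C; fluor ex450/em510.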
Hsp90 Hop PPI = qHTS Assay for Disrupters of an Hsp90 Co-Chaperone Interaction | Hsp90 C-terminal peptide / TPR2A (Hop) interaction, human | AlphaScreen TPR2A-His6 binding biotin-Hsp90 C-terminal peptide | Potency, µM (series often up to 57 µM), without a hit: top-dose activity change, negative = inhibition | 71,000 compounds, 0.44% hits | AID 595, 2007; active = well fitted curve in either direction with a large enough effect; inconclusive = small, poorly fitted or top-dose-only effect, or another doubt; note: potency is the fitted concentration of half-maximal effect; % is set by controls: 0 for no effect and ±100 for the full control effect; many of its hits are not listed in these tables
HADH2 inh = qHTS Assay for Inhibitors of HADH2 (Hydroxyacyl-Coenzyme A Dehydrogenase, Type II); 3-hydroxyacyl-CoA dehydrogenase type-2 (Homo sapiens), Q99714; recombinant HADH2, NADH fluorescence, beta-hydroxybutyryl-CoA; Potency, µM (doses to about 57.1 µM), inactives show at the top dose activity change, negative = inhibition, most hits filed as inhibitors; 73,000 compounds, 3.4% hits; note: potency is the fitted concentration of half-maximal effect; % is set by controls: 0 for no effect and ±100 for the full control effect; nearly all actives have a fitted effect of over 60% in size; many of its hits are not listed in these tables
Target sequence (Q99714 whole entry, looked up, one chain of several): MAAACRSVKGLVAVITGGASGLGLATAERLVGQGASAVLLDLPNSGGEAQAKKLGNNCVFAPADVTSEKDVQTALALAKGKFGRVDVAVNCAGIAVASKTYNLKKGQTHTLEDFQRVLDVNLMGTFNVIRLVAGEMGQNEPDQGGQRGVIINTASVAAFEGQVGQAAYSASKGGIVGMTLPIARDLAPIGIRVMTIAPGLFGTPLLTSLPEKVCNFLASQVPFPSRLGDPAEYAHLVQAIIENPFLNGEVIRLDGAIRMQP
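20 nM HADH2 + cpd, 15 min RT; add 1 mM NAD+/90 uM beta-hydroxybutyryl-CoA; kinetic fluorescence 360/450 nm, 4 min. Tris-HCl pH 9.0, 0.01% Tween-20.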
TexasRed autofl = qHTS Assay for Spectroscopic Profiling in Texas Red Spectral Region; Compound fluorescence, Texas Red channel, 547/618 nm; hits give high values; max dye-equivalent concentration, M; 59,000 compounds, 0.06% hits; AID 587, 2007; in the data active = max dye-equivalent concentration above about 10 nM; inconclusive = between about 1.1 nM and that limit
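Pin-transferred compounds and Texas Red standards go into 100 mM Tris buffer, pH 8.0. After 15 min at room temperature, plates are imaged with 547/618 nm filters. Each value is a dye-equivalent concentration derived from the per-plate dye curve.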
CRE-bla Fsk = Cell signaling CRE-BLA (Fsk stim). AID 662, 2007. CHO CRE-bla reporter (cAMP response element driving beta-lactamase), forskolin EC10, beta-lactamase ratio. Potency, µM (top dose mostly 38.2 µM), for inactives: at the highest dose activity change, negative = inhibition, most hits filed as activators. 71,000 compounds, 2.5% hits; active = well fitted activation curve with a large enough effect in the signal ratio, with a control signal flat, not every such curve was filed as active; inconclusive = small, poorly fitted or top-dose-only effect, or effect the other way, or a change in a side signal; the % refers to the signal ratio; note: potency is the fitted concentration of half-maximal effect; % of control where 0% means no effect
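Reporter-gene assay: CHO cells with beta-lactamase behind cAMP responsive elements, co-treated with compound and EC10 NKH 477 for 3 hours at 37 degrees Celsius. Activity came from the 460/530 nm CCF4 emission ratio.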
* hit, by the source's call; i = inactive; ? = inconclusive; · = not tested or not shown; [ ] = dose if it differs, or a comment. Unless noted, calls come from the whole dose curve; as a rule, active = well fitted curve in the direction sought with a large enough effect; inconclusive = small, poorly fitted or top-dose-only effect, or another doubt; inactive = no such curve, though single readings can be large; an effect the other way counts as inactive or inconclusive. A portion of the library; rates above refer to the full screens.

SMILES	Pol III holo inh	ERK AVP inh	HBB splicing	Rhodamine autofl	FLuc inh	ALOX15 inhib	Tau fil binding	Hsp90 Hop PPI	HADH2 inh	TexasRed autofl	CRE-bla Fsk
CC1(c2ccc(Cl)cc2Cl)OCC(Cn2ccnc2)O1 (stereo not given)	-3.8%	-3.8%	·	i	1.5%	40.3%[activator]	-4.0%	-5.0%	-1.1%	?	?
CS(=O)(=O)N1CCC2(CCCN(Cc3cc(C(F)(F)F)cc(C(F)(F)F)c3)C2)CC1	11.7%	22.4%	2.1%	i	1.2%[11.4 µM]	-0.5%	-4.8%	-18.3%	0.1%	i	-4.6%
Cc1nnc2n(C3CCCCC3)c(=O)c3c4c(sc3n12)CCC4	-2.8%	13.6%	-1.0%	i	1.9%	-5.3%	-2.2%	-7.0%	-5.5%	i	?
CC(C)C(=O)NC(C)C(c1cccs1)N1CCN(c2ccccc2)CC1 (stereo not given)	-1.0%	6.4%	2.1%[0.369 µM]	i	-1.3%	-7.7%	-12.7%	-1.8%	8.3%	i	8.2%
c1ccc(Cn2ccnc2-c2ccco2)cc1	-3.9%	-20.1%	-2.4%	i	-1.0%	4.6%	10.5%	-4.1%	?	i	2.0%
CC(=O)Nc1cccc(NC(=O)Nc2ccc(C(C)=O)cc2)c1	2.8%	-9.5%	-0.3%	i	12.6µM*	0.2%	19.8%	-3.1%	0.0%	i	0.6%
O=[n+]1c2c(n([O-])c3cc(F)c(N4CCCC4)cc31)CCC2	5.7%	-22.8%	1.0%	?	-0.5%	-14.3%	206.4%	-10.9%	-18.5%	?	-3.5%
COC(=O)C1=C(N)Oc2cc(C)n(CC3CCCO3)c(=O)c2C1c1ccccc1OC (stereo not given)	-4.1%	-20.2%	3.3%[0.369 µM]	i	-1.0%	4.3%	6.9%	-3.4%	5.0%	i	1.9%
COCc1[nH]nc2c1C(c1ccccc1OC)C(C#N)=C(N)O2 (stereo not given)	-5.7%	-4.8%	·	i	0.6%[25.5 µM]	-3.0%	0.0%	0.7%	-14.3%	i	-6.6%
CCOC(=O)N1CCN(c2ncnc3c2oc2nc(C)c4c(c23)CC(C)(C)OC4)CC1	-5.8%	1.3%	1.8%[0.369 µM]	i	-0.8%	8.7%	1.4%	4.6%	10.2%	?	-4.0%
O=C(c1cccc2c1-c1ccccc1/C2=N/O)N1CCCCC1	-0.1%	-9.0%	-1.9%[9.22 µM]	·	-0.8%	-11.9%	-0.6%	-3.0%	1.9%	·	?
O=S(=O)(NC1CCCCC1)c1ccc(Br)cc1	0.0%[11.4 µM]	37.8%[activator]	-2.4%[0.0738 µM]	·	0.6%	-15.5%[11.4 µM]	-9.9%[11.4 µM]	2.0%[11 µM]	-0.5%[11.4 µM]	·	?
ClC(=Nc1cccc2ccccc12)N(c1ccccc1)c1ccccc1	-9.6%[11.4 µM]	4.5%[11.5 µM]	1.8%[9.22 µM]	i	1.4%[11.4 µM]	1.5%[11.4 µM]	-8.0%[11.4 µM]	-1.4%[11 µM]	-4.5%[11.4 µM]	i	8.2%[7.6 µM]
O=C(Cc1cccs1)Nc1nc2c(s1)CCCC2	-5.2%	-16.0%	-0.2%	i	-22.7%	-0.9%	-15.8%	-1.9%	?	i	-4.8%
COc1ccc(C)cc1S(=O)(=O)N(CC(=O)O)c1ccccc1	-3.3%	-12.6%	-0.9%	i	-1.3%	1.5%	-0.8%	-3.9%	11.8%	?	-9.2%
CC(=O)Nc1ccc(NC(=O)Oc2ccccc2)cc1	-1.2%	-5.7%	4.6%	i	-13.8%	10.6%	-1.6%	5.8%	-10.0%	?	-12.4%
OCc1nn2c(c1Br)NC(c1ccccc1)CC2C(F)(F)F (stereo not given)	-4.8%	-9.1%	-0.1%	i	-3.3%	-3.2%	-11.5%	0.7%	-4.6%	?	-5.3%
O=C(Nc1ccccc1)N1CC[C@@]2(CCCN(C(=O)c3csnn3)C2)C1	-4.1%	4.1%	0.3%	i	1.3%[11.4 µM]	1.8%	6.4%	5.6%	-11.9%	i	-3.2%
CCn1c(SCC(=O)NCc2ccc(C)cc2)nnc1-c1ccncc1	-8.6%	12.1%	-1.4%	i	-0.8%	3.5%	-6.7%	-6.6%	9.6%	?	-1.4%
CC1CCC(C(=O)NC(C(=O)N2CCC(N3CCCCC3)CC2)C(C)C)CC1 (stereo not given)	-0.7%	3.3%	-0.1%	i	-1.5%	4.6%	-1.2%	-1.0%	6.2%	?	21.1%
CC1CCCCN1CCNc1nc(=S)[nH]c2ccccc12 (stereo not given)	-7.4%	12.4%	-1.0%	i	-2.0%	-2.8%	4.3%	-8.5%	-9.2%	i	1.3%
CC(C)(C)OC(=O)N1CCC(C(=O)N[C@H](Cc2ccccc2)C(=O)O)CC1	1.5%	1.9%	5.3%[1.84 µM]	i	1.9%	10.2%	-0.3%	0.6%	5.6%	i	17.8%
CCCc1ccc(-c2ccc(F)c(N)c2)nc1	-12.8%	14.3%	0.1%[9.22 µM]	·	2µM*	-1.9%	-27.0%	-0.4%	?	·	6.4%
COc1ccccc1CNS(=O)(=O)c1ccc2[nH]cc(C(=O)O)c(=O)c2c1	-12.9%	5.8%	-0.2%	i	2.7%	-9.8%	0.4%	-5.1%	?	i	1.1%
CC(O)[C@H](NC(=O)C1(c2ccccc2)CCN(C(=O)OC(C)(C)C)CC1)C(=O)O (stereo not given in full)	1.3%	0.8%	4.4%[57.5 µM]	i	3.6%	-1.0%	-7.9%	-0.3%	-6.8%	?	-5.3%
CCOc1ccc2nc(NCCNC(=O)CC)c(C#N)cc2c1	-0.6%	-3.5%	-2.5%	i	-0.2%	-4.0%	-3.7%	-3.5%	17.1%	i	?
Cc1cc(Br)c(S(=O)(=O)NCCN2CCOCC2)cc1C	1.7%	-1.0%	0.5%[9.22 µM]	·	0.7%	8.2%	-2.6%	0.3%	2.3%	·	2.0%
CCN(CC)C(=O)CSCC(=O)Nc1ccccc1	-2.2%	-0.5%	0.4%[57.5 µM]	i	1.4%	6.4%	-12.8%	-2.5%	-4.3%	?	-7.3%
Cc1cc(=O)[nH]c2cc3oc4ccccc4c3cc12	-5.0%[11.4 µM]	6.5%[11.5 µM]	0.7%[9.22 µM]	i	1.3%[11.4 µM]	-5.2%[11.4 µM]	35.7%[11.4 µM]	-4.0%[11 µM]	19.5%[11.4 µM]	i	?
Cc1nn(C)cc1CN(C)C(=O)c1nn2c(c1Cl)NC(c1cccs1)CC2C(F)(F)F (stereo not given)	-2.2%	-18.6%	-0.3%[57.5 µM]	i	5.7%	1.9%	-0.3%	-0.6%	10.7%	i	?
COc1ccccc1NC(=O)N1CCCC1C(=O)NCc1ccccc1F (stereo not given)	-5.0%	-27.6%	·	i	2.2%	1.6%	11.7%	1.6%	-5.6%	i	-3.4%
Nc1ccc2oc(-c3cccc(Br)c3)nc2c1	2.9%	8.4%	-0.4%	·	7.94µM*	12.9%	-2.9%	15.9%	?	·	?
